Screening results (PubChem BioAssay)
NCI-60 one-dose screen, 48 h, at 10 µM unless noted. Numbers give growth in % (100 = growth as untreated, 0 = no growth, -100 = all killed).
SN12C = SN12C renal cancer cells | 3.8% of 81,000 active
IGROV1 = IGROV1 ovarian cancer; AID 1794786; 4.7% of 79,000 active
ACHN = ACHN renal cancer | 4.9% of 81,000 active | AID 1794771
SK-OV-3 = SK-OV-3 ovarian cancer cells; 3.2% of 80,000 active; AID 1794785
UO-31 = UO-31 renal cancer; 5.2% of 81,000 active
RXF 393 = RXF 393 renal cancer cells; 6.9% of 77,000 active; AID 1794773
TK-10 = TK-10 renal cancer cells. 3.9% of 81,000 active. AID 1794769
786-0 = 786-0 renal cancer cells; 5.1% of 81,000 active; AID 1794775
The depositor's hits bear a star; nt = no result given; & = joins results of further samples. How the source made its calls: active means growth percent below 10; inactive means the rest.

SMILES | SN12C | IGROV1 | ACHN | SK-OV-3 | UO-31 | RXF 393 | TK-10 | 786-0
CCOC(=O)c1nnn(C(Cc2ccccc2Cl)C(=O)OCC)c1C (centres undefined) | 103.5 | 112.4 | 103.5 | 102.2 | 89.7 | 108.8 | 96.6 | 101.9
O=C1Nc2ccccc2/C1=C/c1nc2ccccc2c(=O)[nH]1 | 89.5 | 69.5 | 91.9 | 96.0 | 64.4 | 96.0 | 180.7 | 103.9
C=CC(=O)NC(C)C | 97.6 | 110.9 | 100.1 | 105.6 | 78.8 | 115.5 | 96.5 | 101.0
O=c1oc2cc([N+](=O)[O-])ccc2n1SC(Cl)(Cl)Cl | 98.4 | 110.7 | 106.3 | 95.6 | 95.5 | 113.2 | 91.7 | 91.6
CS(=O)(=O)Nc1cc(-c2cc3ncc(C#N)c(Nc4ccc(Oc5ccccc5)c(Cl)c4)c3s2)cnc1Cl | 45.7 | 11.0 | 39.2 | 43.4 | 22.6 | 15.9 | 45.4 | nt
COc1ccc(-c2nnc(CNc3ccccc3C)o2)cc1 | 93.0 | 92.3 | 99.9 | 92.7 | 64.1 | 101.3 | 113.6 | 105.5
CC(=O)O[C@@H]1C[C@@]2(C)[C@@H](CC[C@]2(O)C(C)=O)[C@@H]2CC[C@@H]3[C@@H](Cl)C(=O)CC[C@]3(C)[C@H]21 | 97.0 | 89.3 | nt | 101.7 | 75.9 | 107.5 | 109.8 | 98.9
O=C(/C=C/c1ccncc1)c1cc(Cl)ccc1O | 100.1 | 87.2 | 107.5 | 123.3 | 79.2 | 96.7 | 123.8 | 98.3
N=C(N)c1ccc(-c2ccc(-c3cncc4ccccc34)s2)s1 | -63.0* | -75.1* | -88.5* | 64.4 | -76.6* | -74.9* | -93.5* | -84.6*
Nc1ncnc2c1N=C(c1ccc(F)cc1)CC(c1sc(Cl)nc1Cl)N2 (centres undefined) | 81.3 | 93.5 | 95.5 | 95.7 | 63.2 | 78.3 | 93.2 | 92.6
O=C(CC(=O)C(F)(F)F)c1ccc2ccccc2c1 | 101.7 | 111.5 | 98.6 | 105.7 | 90.3 | 130.8 | 100.9 | 108.6
CCOC(=O)N1CCN(c2nnc(C)c3ccccc23)CC1 | 100.9 | 109.0 | 106.8 | 101.3 | 92.2 | 107.8 | 90.6 | 93.3
Brc1cc2c(c3ccccc13)N1O[C@@H](C2)C[C@H]1CCc1ccccc1 | 98.2 | 90.7 | 107.3 | 104.1 | 90.6 | 131.8 | 106.9 | 104.6
O=C1C=CC(=O)N1c1ccc(Cl)cc1 | 111.5&105.0 | 112.5&110.0 | 94.7&115.3 | 106.0&110.7 | 89.2&91.2 | 113.6&133.6 | 101.6&97.7 | 107.4&108.5
Clc1nc(Cl)c2ccccc2n1 | 92.0 | 90.5 | 93.7 | 112.3 | 65.4 | 86.1 | 64.2 | 93.6
N#C/C(=C\c1ccc(-c2cccc(Cl)c2)o1)c1ccccc1 | 90.6 | 45.0 | 85.3 | 81.4 | 57.6 | 96.2 | 172.1 | 98.8
Cc1cc2ccccc2c(C(=O)c2ccccc2)c1C | 94.1 | 92.0 | 101.1 | 85.3 | 88.5 | 102.1 | 78.4 | 91.6
CCCCCCN(CCCCCC)c1ccc(/C=C2/SC(=O)N(c3nc(N4CCCC4)nc(N4CCCC4)n3)C2=O)c(C)c1 | 59.9 | 77.3 | 68.5 | 91.3 | 52.9 | 84.7 | 85.8 | 63.5
O=[N+]([O-])c1cnc2ccccc2c1NCc1ccc(O)cc1 | 95.6 | 97.9 | 94.4 | 88.4 | 66.2 | 110.6 | 110.6 | 98.8
CSc1nc(=O)[nH]nc1Sc1ccccc1 | 94.3 | 108.2 | 99.0 | nt | 92.5 | nt | nt | nt
C#CCOc1ccccc1C(OC(=O)c1ccc(OC)cc1)C(=O)NC(C)(C)C(C)(C)C (centres undefined) | 98.3 | 67.5 | 87.2 | 85.8 | 67.8 | 80.4 | 99.2 | 89.1
CC(=O)OC(C(=O)NC(C(=O)O)C(C)C)c1ccccc1 (centres undefined) | 92.8 | 92.3 | 105.1 | 95.2 | 82.8 | 119.0 | 96.0 | 104.7
C=CCn1c(SCC(=O)Nc2cccc(C(=O)/C=C/c3cc(OC)c(OC)c(OC)c3)c2)nc2ccccc2c1=O | 41.0 | 49.3 | 45.7 | 131.5 | 49.0 | 17.1 | 112.4 | 43.7
COc1ccc(Cn2cc(CNC(=O)c3cccnc3Nc3ccc(OC)cc3OC)nn2)cc1 | 107.6 | 110.9 | 115.7 | 117.4 | 80.8 | 95.0 | 119.3 | nt
CCCCCC1C(C#N)=C(N)Oc2cc(O)ccc21 (centres undefined) | 98.8 | 62.1 | 88.0 | 75.2 | 67.2 | 97.6 | 107.6 | 93.6
Remaining list, next part
SMILES | SN12C | IGROV1 | ACHN | SK-OV-3 | UO-31 | RXF 393 | TK-10 | 786-0
O=C(O)CNS(=O)(=O)c1ccc(Oc2ccc(S(=O)(=O)NCC(=O)O)cc2)cc1 | 93.5 | 104.0 | 98.9 | nt | 91.4 | 111.7 | 100.7 | 100.2
CN1C(=O)NC(=O)C1c1ccccc1 (centres undefined) | 89.5 | 91.7 | 104.4 | 101.6 | 65.3 | 115.6 | 92.4 | 99.6
O=C(O)c1ccc(NCc2cccc([N+](=O)[O-])c2)cc1 | 86.3 | 123.7 | 88.7 | 102.2 | 98.2 | 122.6 | 132.8 | 106.6
Cc1c(Cl)cccc1NS(=O)(=O)c1ccccc1 | 103.0 | 114.1 | 98.4 | 105.1 | 90.4 | 95.3 | 104.0 | 106.0
CCn1c(SCC(=O)Nc2cc(C(F)(F)F)ccc2Cl)nc2ccccc2c1=O | 57.1 | 34.2 | 39.1 | 76.5 | 22.7 | 44.4 | 33.7 | 56.4
CC(=O)SCC(C)C1CCC(C)C(SC(C)=O)C1 (centres undefined) | 112.9 | 96.1 | 110.2 | 109.3 | 77.9 | 105.3 | 97.4 | 100.7
COc1ccc(-c2nc3c(N)c(CO)c(C)nc3o2)cc1 | 106.2 | 86.9 | 111.7 | 105.8 | 88.7 | 96.0 | 85.0 | 95.5
COc1ccc(C(C)=O)cc1S(=O)(=O)NNC(=O)c1ccncc1 | 93.3 | 100.0 | 101.5 | 98.4 | 85.1 | 99.1 | 104.7 | 99.2
C[n+]1ccccc1C[n+]1ccccc1 | 104.6 | 129.9 | 111.9 | 108.6 | 90.5 | 114.5 | 98.9 | 107.5
Cn1ccnc1C(=O)/C=C/c1ccc(C(=O)Nc2ccc(F)cc2O)cc1 | 95.0 | 79.1 | 91.7 | 109.3 | 70.0 | 88.4 | 109.1 | 87.8
Cn1c2c(c3ccc(Cl)c(Cl)c31)C(CN)C(C)(C)NC2=O (centres undefined) | 114.7 | 87.4 | 95.1 | 89.1 | 65.9 | nt | 84.4 | 86.1
O=S(=O)(Nc1cc(Cl)cc(Cl)c1)c1ccc(-c2cnc(C3CC3)o2)cc1 | 50.6 | 40.7 | 53.3 | 70.2 | 53.0 | 8.4* | 76.1 | 50.3
Cc1ccccc1-c1cc(-c2cccc(Cl)c2)c(C#N)c(=O)[nH]1 | 62.6 | 49.6 | 71.2 | 65.6 | 67.3 | 63.3 | 89.4 | 58.9
COc1ccc2nc(Cl)c(Cn3nnc(Cc4ccccc4)n3)cc2c1 | 57.3 | 43.2 | 41.5 | 49.4 | 14.7 | 60.2 | 34.9 | 47.5
CCCCCCCCn1ccc2cc(NC(=O)CN=[N+]=[N-])ccc21 | 106.9 | 87.2 | 104.1 | 111.2 | 70.0 | 104.0 | 111.5 | 94.1
C/C=C/c1ccc(OC(C)=O)c(OC)c1 | 111.0 | 118.0 | 100.9 | 107.3 | 86.6 | 107.7 | 122.7 | 107.0
OC1CN=C(C(c2ccccc2)c2ccccc2)NC1 (centres undefined) | 108.4 | 115.7 | 109.6 | 99.6 | 83.3 | 118.9 | 129.9 | 114.2
Nc1nc(/C=C(/O)c2ccccc2)c2ncn(C3OC(CO)C(O)C3O)c2n1 (centres undefined) | 88.6 | 96.6 | 95.1 | 87.3 | 88.8 | 111.8 | 99.9 | 99.2
CCOc1ccc2nc(C)cc(Nc3ccc(S(=O)(=O)Nc4nccs4)cc3)c2c1 | 92.4 | 119.0 | 96.6 | 102.3 | 87.9 | 113.9 | 103.0 | 106.1
Cn1c(=O)c2nc(CC(=Nc3ccc(F)cc3)c3ccccc3)c(=O)[nH]c2n(C)c1=O | 94.7 | 74.7 | 78.2 | 97.1 | 76.3 | 103.9 | 107.2 | 106.6
O=C1OC(=O)c2c1ccc1ccccc21 | 98.3 | nt | 92.4 | 81.7 | 62.6 | 112.4 | 113.7 | 109.5
Cc1ccc(N=NN(C)C)cc1 | 104.8 | 110.1 | 106.4 | 119.9 | 79.8 | nt | 109.4 | 87.2
Cc1cc(C)c2c(N)c(-c3nc4cccc(Cl)c4o3)sc2n1 | 128.9 | 86.7 | 94.6 | 87.3 | 64.0 | 105.5 | 116.1 | 103.1
CC1CN(CCCN)C(C)CN1CCCN (centres undefined) | 92.7 | 108.0 | 107.5 | 99.5 | 92.2 | 109.0 | 99.4 | 103.1
O=C(Nc1cccc(-n2cc(-c3ccncc3)c(-c3ccc(Cl)c(O)c3)n2)c1)Nc1cc(C(F)(F)F)cc(C(F)(F)F)c1 | -36.1* | 4.8* | 8.5* | -24.3* | -34.4* | -66.7* | -24.6* | -46.8*
Further entries follow:
SMILES | SN12C | IGROV1 | ACHN | SK-OV-3 | UO-31 | RXF 393 | TK-10 | 786-0
Cn1c(NN)nc(-c2ccco2)c(C#N)c1=O | 103.0 | 121.5 | 109.5 | 96.0 | 106.9 | 115.4 | 95.9 | 98.7
O=C(O)c1cc(Cl)cc(Cl)c1O | nt | nt | 103.0 | 91.7 | 90.6 | 110.7 | 104.3 | 99.7
COc1cccc(/C=C/c2nc3ccccc3c(=O)n2CC(=O)Nc2ccccc2)c1 | 17.6 | 61.0 | -15.6* | 54.2 | -24.8* | 0.2* | 11.7 | -8.7*
O=C(NCCc1ccccc1)c1cc2cccc([N+](=O)[O-])c2[nH]1 | 94.1 | 101.1 | 93.1 | 91.4 | 62.1 | 105.3 | 120.9 | 105.3
COc1cc(-c2nn(-c3ccc(NC(=O)CN(C)C)cc3)cc2-c2ccncc2)ccc1Cl | 93.4 | 94.3 | 103.7 | 93.8 | 73.7 | 119.5 | 123.3 | 101.4
Cc1ccc[n+](CCC[n+]2cccc(C)c2)c1 | 104.7 | 102.3 | 104.7 | 111.2 | 101.9 | 114.3 | 105.4 | 95.8
COc1ccc(-c2nc(SCC(=O)c3ccc(Cl)cc3)[nH]c(=O)c2C#N)cc1 | 91.1 | 91.9 | 102.1 | 73.0 | 79.2 | 86.9 | 98.1 | 101.8
Clc1ccc(-c2nnc(COc3ccc(C4=NNC(c5ccccn5)C4)cc3)o2)cc1 (centres undefined) | 96.8 | 101.1 | 102.8 | 112.5 | 90.7 | 104.3 | 106.5 | 104.5
C[n+]1cccc(C(=O)NO)c1 | nt | 102.8 | 102.3 | 121.7 | 99.5 | 99.8 | 108.7 | 103.4
C=C(C)C(=O)OCC(O)C[N+](C)(C)C (centres undefined) | 102.6 | 113.5 | 100.0 | 105.4 | 87.1 | 115.4 | 103.2 | 96.5
COc1ccc(C(=O)Cn2cc(CN3CCN(c4cc5c(cc4F)c(=O)c(C(=O)O)cn5C4CC4)CC3)nn2)cc1OC | 99.6 | 104.7 | 101.9 | 101.6 | 85.3 | 106.5 | 110.9 | 100.4
CN(/C(N)=N/N=C(c1ccccn1)c1ccccn1)C1CCCCC1 | 101.6 | 112.4 | 109.1 | 114.1 | 90.4 | 110.7 | 105.1 | 105.6
CC/C(=C/c1cc(OC)ccc1O)c1ccc2cc(OC)ccc2[o+]1 | 73.9 | 55.1 | 58.5 | 60.2 | 68.7 | nt | 115.5 | 65.9
CCCCCCCCNc1ccc(Cl)cc1 | 102.3 | 125.1 | 102.9 | 99.3 | 97.4 | 110.6 | 93.9 | 96.0
COC1OC2COC(c3ccccc3)OC2C2OC12 (centres undefined) | 100.9&107.1 | 112.3&104.2 | 109.1 | 98.1&107.5 | 96.2&100.5 | 103.9&124.7 | 87.2&109.6 | 98.9&106.1
CS(=O)(=O)Oc1cc2oc(=O)c3c(c2cc1Cl)CCCCC3 | 98.6 | 102.3 | 99.3 | 100.2 | 85.2 | nt | 116.0 | 99.6
CC1CCC(C(=O)O)N1 (centres undefined) | 92.7 | 100.6 | 91.6 | 94.2 | 76.5 | 108.6 | 101.4 | 100.1
N#Cc1c(-c2ccc(Cl)cc2)cc(-c2ccccc2)n(Cc2ccccc2)c1=O | 99.8 | 109.3 | 103.2 | 107.8 | 88.9 | nt | 95.9 | 86.7

Reformatted with each value named: part of the list above
CS(=O)(=O)Oc1cc2oc(=O)c3c(c2cc1Cl)CCCCC3
  SN12C: 98.6; IGROV1: 102.3; ACHN: 99.3; SK-OV-3: 100.2; UO-31: 85.2; RXF 393: nt; TK-10: 116.0; 786-0: 99.6
C=C(C)C(=O)OCC(O)C[N+](C)(C)C (centres undefined)
  SN12C: 102.6; IGROV1: 113.5; ACHN: 100.0; SK-OV-3: 105.4; UO-31: 87.1; RXF 393: 115.4; TK-10: 103.2; 786-0: 96.5
N#Cc1c(-c2ccc(Cl)cc2)cc(-c2ccccc2)n(Cc2ccccc2)c1=O
  SN12C: 99.8; IGROV1: 109.3; ACHN: 103.2; SK-OV-3: 107.8; UO-31: 88.9; RXF 393: nt; TK-10: 95.9; 786-0: 86.7
Cn1c(NN)nc(-c2ccco2)c(C#N)c1=O
  SN12C: 103.0; IGROV1: 121.5; ACHN: 109.5; SK-OV-3: 96.0; UO-31: 106.9; RXF 393: 115.4; TK-10: 95.9; 786-0: 98.7
